M18AAP inhibitor = PfM18AAP inhibitors, malaria aminopeptidase, primary screen, biochemical, QFRET, recombinant enzyme; H-Glu-NHMec fluorogenic cleavage; inhibition, % at 7.35 µM; hit rate 1.2% among 290,000; AID 1822, 2009;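 active = inhibition above the campaign mean inhibition over all tested compounds plus 3 SD, cut at about 28% in these data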;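 note: 0% = plate median of test compound wells and 100% = 2 mM ZnCl2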
MEKK2wt PB1 HTS = modulators of MEK5 binding to wildtype MEKK2, primary screen, biochemical, multiplex bead flow cytometry, Alexa488-MEK5 | Mitogen-activated protein kinase kinase kinase 2 (Homo sapiens), Q9Y2U5 | binding response (% of control), % at 10 µM | Alexa488-MEK5 binding to MEKK2 WT; actives lie on both sides | hit rate 1.1% among 290,000; in the data active = binding response below about 67% or above about 130%
GPR7 antag = GPR7 receptor antagonists, primary screen, cell-based, fluorescence, single concentration; hit rate 1.1% among 290,000; inhibition, % at 4.4 µM; Neuropeptides B/W receptor type 1 (Homo sapiens), P48145; GPR7-expressing cells, fluorescence antagonist assay; in the data active = inhibition above about 16%, passing the limit was not always enough;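 note: cells stimulated with the agonist NPW; 0% = agonist with vehicle and 100% = vehicle without agonist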
Target sequence (P48145 whole entry, looked up): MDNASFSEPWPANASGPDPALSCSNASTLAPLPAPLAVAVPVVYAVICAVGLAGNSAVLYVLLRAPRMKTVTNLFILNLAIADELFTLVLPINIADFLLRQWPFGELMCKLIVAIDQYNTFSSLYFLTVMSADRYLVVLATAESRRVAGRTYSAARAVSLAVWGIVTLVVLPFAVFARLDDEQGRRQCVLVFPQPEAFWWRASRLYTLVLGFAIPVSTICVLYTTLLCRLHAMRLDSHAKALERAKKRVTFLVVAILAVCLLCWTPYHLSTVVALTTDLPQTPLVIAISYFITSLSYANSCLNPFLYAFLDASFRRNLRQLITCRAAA
DNA FID counter = compounds displacing fluorescent DNA intercalator, primary screen, artefact control for HCV NS3 helicase inhibitor project, biochemical, FID fluorescence; DNA fluorescent intercalator displacement; inhibition, % at 7.9 µM; hit rate 0.17% among 290,000; in the data active = inhibition above about 37%;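 note: 0% = vehicle and 100% = reference compound; higher means more ethidium bromide displaced from hairpin DNA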
PHOSPHO1 inh = PubChem AID 1565 | recombinant PHOSPHO1, absorbance phosphatase assay | hit rate 1.1% among 290,000 | inhibition, % at 13.3 µM | Phosphoethanolamine/phosphocholine phosphatase (Homo sapiens), Q8TCT1; in the data active = inhibition above about 60%
OXTR ag = human OXTR agonists, primary screen, fluorescence, CHO-OTR cells, Fluo-8 calcium. Oxytocin receptor (Homo sapiens), P30559. hit rate 0.32% among 320,000. Fluo-8 calcium fluorescence; normalized: DMSO 0%, oxytocin 100%. activation, % at 3 µM;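 active = activation above the mean of all tested compounds plus 3 SD, cutoff set per screening run, cut at about 20% in these data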;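 note: peak over basal fluorescence ratio from a 100 s FLIPR kinetic read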
NALP1 inh = NALP1 inflammasome inhibitors in reconstituted yeast, colorimetric, S. cerevisiae, triplicate retest; S. cerevisiae NALP1/ASC/caspase-1 growth, X-gal OD620, 72 h; inhibition, % at 10 µM; hit rate 0.61% among 280,000; in the data active = inhibition mostly above about 24%, no sharp cut-off; inactive = mostly below about 32%; note: some compounds called inactive have numbers as strong as hits
MEKK3 PB1 HTS = modulators of MEKK3-MEK5 PB1 binding, primary screen, biochemical, wildtype MEKK3, multiplex bead flow cytometry, Alexa488-MEK5 | bead-based flow cytometry, Alexa488-MEK5 binding to MEKK3; actives lie on both sides; 0 = blocked by unlabeled MEK5, 100 = vehicle | binding response (% of control), % at 10 µM | Mitogen-activated protein kinase kinase kinase 3 (Homo sapiens), Q99759 | hit rate 1.4% among 290,000;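 active = binding response more than 3 SD above or below the average of its plate-row segment, actives on both sides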;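 note: Alexa488 bead fluorescence after subtracting the streptavidin-only scavenger bead signal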
Target sequence (Q99759 whole entry, looked up): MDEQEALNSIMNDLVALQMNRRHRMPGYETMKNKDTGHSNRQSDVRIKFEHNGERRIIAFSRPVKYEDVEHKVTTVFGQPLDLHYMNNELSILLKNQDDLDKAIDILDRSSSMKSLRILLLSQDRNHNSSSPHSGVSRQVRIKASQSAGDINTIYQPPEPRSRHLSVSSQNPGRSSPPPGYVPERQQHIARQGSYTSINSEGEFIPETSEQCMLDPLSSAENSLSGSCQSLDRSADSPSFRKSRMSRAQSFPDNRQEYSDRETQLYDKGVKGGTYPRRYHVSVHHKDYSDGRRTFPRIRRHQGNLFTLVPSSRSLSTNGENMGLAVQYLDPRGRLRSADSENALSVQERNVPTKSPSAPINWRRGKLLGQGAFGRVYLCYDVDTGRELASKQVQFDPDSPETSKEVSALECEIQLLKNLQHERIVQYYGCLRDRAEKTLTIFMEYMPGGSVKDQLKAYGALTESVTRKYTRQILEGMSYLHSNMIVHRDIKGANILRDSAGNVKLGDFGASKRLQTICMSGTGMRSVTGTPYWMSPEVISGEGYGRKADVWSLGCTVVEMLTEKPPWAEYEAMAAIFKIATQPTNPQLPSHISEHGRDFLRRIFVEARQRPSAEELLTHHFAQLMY
MEKK2 mut-MEK5 = MEK5 binding signal on mutant MEKK2 PB1, primary screen, biochemical, multiplex bead flow cytometry, Alexa488-MEK5; Alexa488-MEK5 binding to MEKK2 mutant; percent response, % at 10 µM; hit rate 0.35% among 290,000; AID 1530, 2009; in the data active = percent response above about 24%, passing the limit was not always enough; note: inactives centre near 1; some results filed as inactive read as strong as hits; reference of the scale not given here
Starred values were filed as active, the others as inactive; x = no result given; [ ] = dose if it differs, or a comment. Rows were taken by chance (roughly 6.2% active in at least one column).

SMILES | M18AAP inhibitor | MEKK2wt PB1 HTS | GPR7 antag | DNA FID counter | PHOSPHO1 inh | OXTR ag | NALP1 inh | MEKK3 PB1 HTS | MEKK2 mut-MEK5
COc1ccccc1N1CCN(c2ncnc3c2oc2ccccc23)CC1 | -1 | 104 | 3 | -5 | 11 | 0.1 | 0 | 104 | 6
CC(=O)N1CCC(N(C(=O)Nc2ccc(F)cc2)C2CCCC2)CC1 | 4 | 97 | -10 | 1 | -15 | 0.8 | 7 | 92 | -4
O=C(Nc1ccc(Cl)cc1)Nc1nc(-c2ccccc2O)cs1 | 4 | 120 | 31* | -1 | -31 | 12 | x | 107 | -2
N#Cc1c(-c2ccncc2)c2c([nH]c1=S)CCCC2 | 11 | 99 | 0 | 0 | 77* | 0.1 | 6 | 97 | -5
O=C(CCc1nnc2ccc(NCc3ccccc3Cl)nn12)NCC1CCN(C2CCCC2)C1 (stereo unspecified) | 14 | 128 | -2 | 1 | 24 | -0.1 | 10 | 97 | 26*
CC(=O)c1ccc(C)cc1OC(=O)c1cccc(F)c1 | 0 | 109 | -7 | 13 | 0 | -2.1 | -8 | 106 | -1
O=[N+]([O-])c1ccccc1-c1ccc(C(=S)N2CCN(c3ccccc3)CC2)o1 | 0 | 98 | -16 | -10 | -69 | -1.9 | 26 | 101 | 9
O=C(CN(c1ccccc1)S(=O)(=O)c1ccc(Cl)cc1)Nc1ccccc1C(=O)N1CCCC1 | 2 | 103 | 1 | -38 | -2 | -1.3 | 16 | 103 | 14
COC(=O)CN1C(=O)N/C(=C/c2ccc(OC)c(C)c2OC)C1=O | 2 | 92 | 8 | -5 | 34 | 0.3 | 12 | 95 | -3
CN(C(=O)c1ccc(S(=O)(=O)N2CCCC2)cc1)C1CCCCC1 | -5 | x | 6 | -22 | 7 | 0.5 | -3 | x | x
COc1ccccc1NC(=O)CNC(=O)c1ccc([N+](=O)[O-])cc1 | 0 | 102 | -2 | 1 | 56 | 0.8 | -6 | 99 | 2
CS(=O)(=O)c1cnc2c(S(=O)(=O)c3ccccc3)cnn2c1N | 2 | 98 | -9 | -2 | 25 | 0.6 | 6 | 103 | -3
COc1ccc(C(=O)NCC2CCCO2)cc1S(=O)(=O)N1CCCc2ccccc21 (stereo unspecified) | 4 | x | 1 | -19 | 32 | -0.4 | 1 | x | x
CC(=O)NC(CC(=O)OCC(=O)N1CCc2ccccc21)c1ccccc1 (stereo unspecified) | -1 | 110 | -1 | -12 | 27 | -1.9 | -10 | 108 | 5
Cc1occc1C(=O)NNC(=O)c1cccc(F)c1 | 2 | 100 | -2 | 0 | 2 | 0.4 | -13 | 99 | -3
O=C(CSC1=Nc2ccccc2C2=NC(c3ccccc3)C(=O)N12)NCC1CCCO1 (stereo unspecified) | 5 | 103 | -11 | -10 | 32 | 0.4 | 22 | 102 | 1
COc1ccccc1C(=O)c1c(C)c(CCC#N)n2ccccc12 | 8 | 96 | 0 | -16 | 15 | -0.3 | 5 | 96 | -1
N#Cc1nc(-c2ccco2)oc1N1CCC(C(N)=O)CC1 | -7 | 103 | 8 | 1 | -12 | 0.7 | 14 | 109 | 5
CCC(C(=O)NC1CCCCC1)N(Cc1cccs1)C(=O)CCC(=O)Nc1cc(C)on1 (stereo unspecified) | -8 | 91 | 1 | -43 | 31 | -1.2 | 15 | 97 | -5
O=C(CCN1C(=O)c2ccccc2C1=O)Nc1cccc(S(=O)(=O)NC2=NCCC2)c1 | -2 | 99 | -8 | -3 | 44 | 0.7 | -1 | 103 | -2
Cn1c(=NC(=O)CSCC(=O)N2CCCC2)sc2ccccc21 | 13 | 108 | 5 | -27 | 2 | 0.5 | 18 | 109 | 21
C/C(=N/NC(=O)CNC(=O)c1cccnc1)c1ccc(Cl)cc1 | 7 | 105 | 8 | -10 | -2 | -0.3 | 5 | 107 | 5
COc1ccc(C2C(C(=O)N3CCCC3)CC(=O)N2c2ccc(OC)cc2)cc1 (stereo unspecified) | -2 | 103 | -3 | -21 | -8 | -0.2 | -1 | 101 | 2
CCOC(=O)c1sc(Nc2ccc(OCC)cc2)nc1C | -4 | 100 | -7 | -16 | 45 | 3.6 | 4 | 103 | -8
c1ccc2c(c1)NC(c1ccncc1)n1c-2nc2ccccc21 (stereo unspecified) | 1 | 101 | -2 | -3 | -12 | 1.2 | 10 | 104 | 4
CN(Cc1cnn(C)c1)Cc1nc(-c2ccc(Cl)cc2)no1 | -4 | 104 | -4 | -14 | 23 | 3.9 | -3 | 103 | 2
CC(NC(=O)COC(=O)COc1cccc2c1OC(C)(C)C2)c1ccccc1 (stereo unspecified) | -9 | 106 | -7 | -32 | 28 | -0.5 | 10 | 101 | 5
CCOc1cc(C(=O)Nc2ncccn2)cc(OCC)c1OCC | 1 | 108 | -10 | -14 | 16 | -0.9 | 19 | 103 | 3
Cc1nnc(Sc2nc3c(c(=O)[nH]c(=O)n3C)n2Cc2ccccc2)s1 | x | 103 | x | x | 13 | -0.7 | 5 | 105 | 3
Cc1ccc(CN2CCN(/N=C/c3cccn3C)CC2)c(C)c1 | 3 | 99 | -6 | 0 | 12 | -1.7 | 1 | 102 | -3

Among those listed so far, 4 have a furan ring, fused or not.
SMILES | M18AAP inhibitor | MEKK2wt PB1 HTS | GPR7 antag | DNA FID counter | PHOSPHO1 inh | OXTR ag | NALP1 inh | MEKK3 PB1 HTS | MEKK2 mut-MEK5
COc1ccccc1N1CCN(c2ncnc3c2oc2ccccc23)CC1 | -1 | 104 | 3 | -5 | 11 | 0.1 | 0 | 104 | 6
O=[N+]([O-])c1ccccc1-c1ccc(C(=S)N2CCN(c3ccccc3)CC2)o1 | 0 | 98 | -16 | -10 | -69 | -1.9 | 26 | 101 | 9
Cc1occc1C(=O)NNC(=O)c1cccc(F)c1 | 2 | 100 | -2 | 0 | 2 | 0.4 | -13 | 99 | -3
N#Cc1nc(-c2ccco2)oc1N1CCC(C(N)=O)CC1 | -7 | 103 | 8 | 1 | -12 | 0.7 | 14 | 109 | 5

(listing goes on)
SMILES | M18AAP inhibitor | MEKK2wt PB1 HTS | GPR7 antag | DNA FID counter | PHOSPHO1 inh | OXTR ag | NALP1 inh | MEKK3 PB1 HTS | MEKK2 mut-MEK5
COc1cc(CO)cc(Br)c1OCC(=O)O | -5 | 102 | -9 | -2 | 59 | 0.7 | -1 | 100 | 1
COC(=O)C1C(=O)NC(SC)=C(C#N)C1c1ccccc1F (stereo unspecified) | 1 | 103 | -10 | -1 | 2 | -0.7 | -4 | 98 | 3
COc1ccc(NC(=O)C2C3C=CC4(O3)C2C(=O)N(CCCN2CCCC(C)C2)C4C(=O)NC2CCCCC2)cc1 (stereo unspecified) | 0 | 111 | -7 | -4 | 22 | 0.3 | 11 | 106 | 5
CS(=O)(=O)Nc1ccc(OCc2ccccc2)cc1 | 10 | 105 | 4 | 0 | -16 | 2.2 | -14 | 105 | 14
COc1ccc(C2/C(=C(\O)c3ccc4c(c3)OCCO4)C(=O)C(=O)N2Cc2cccnc2)cc1 (stereo unspecified) | 9 | 100 | -9 | -40 | -10 | -0.2 | 8 | 102 | -1
Cc1ccnc(NC(=S)NC(=O)c2cncc(Br)c2)c1 | -8 | 105 | -4 | 1 | -15 | -2.2 | 27 | 106 | -2
NC(N)=NN=C1CCCCCCCCCCC1 | 3 | 128 | -10 | 7 | 12 | 0.5 | 17 | 104 | 15
O=C(NC(=S)NCCc1ccccc1)c1ccco1 | -16 | x | 4 | -6 | 35 | -0.1 | -9 | x | x
CCOCCCNS(=O)(=O)c1ccc(NC(=O)c2ccccc2)cc1 | 6 | 80 | -4 | -7 | 2 | 5.8 | 25 | 81 | -13
O=C(O)C1(c2ccccc2)CCN(S(=O)(=O)c2cccc(Cl)c2)CC1 | 5 | 97 | -12 | -32 | 40 | -0.2 | -2 | 102 | 1
Cc1ccc2c(COC(=O)c3c(C)noc3C)cc(=O)oc2c1 | -8 | 106 | 4 | -13 | 16 | 1.1 | 0 | 105 | 0
COc1cc(C(=O)Nc2ccc(S(=O)(=O)Nc3cc(C)nc(C)n3)cc2)cc(OC)c1OC | 0 | 102 | -12 | -7 | 16 | 1.0 | 18 | 97 | -9
Cc1cccc(NC(=O)CCN2CC(C)OC(C)C2)c1 (stereo unspecified) | -2 | 103 | -7 | -1 | -4 | -0.5 | 24 | 101 | 4
COc1ccc(/C=N/N=C2/NC(=O)C(CC(=O)O)S2)cc1OCc1ccc(Cl)cc1 (stereo unspecified) | 5 | 102 | 13 | -36 | 0 | -1.5 | 12 | 97 | 0
COc1ccc(C)cc1NC(=O)CC(NC(C)=O)c1ccccc1 (stereo unspecified) | -5 | 116 | 0 | -16 | 4 | -0.2 | 10 | 135* | 1
CSc1nc(S(=O)(=O)c2ccccc2)c(Cl)s1 | -7 | 100 | -10 | -4 | -17 | -2.7 | -2 | 102 | 0
Cc1cccc(C(C)C)c1NC(=O)c1c(-c2ccccc2)noc1C | -3 | 97 | 0 | -20 | 26 | -0.9 | 8 | 99 | 3
COc1ccc(NC(=O)C2CCCN2S(=O)(=O)c2ccc3c(c2)CCC(=O)N3)c(OC)c1 (stereo unspecified) | 3 | 94 | -9 | -25 | -7 | -2.0 | -19 | 94 | 0
COc1ccc2c(c1)c(C(C)=O)c(C)n2-c1ccccc1 | -4 | 86 | -7 | -8 | 0 | -2.2 | -2 | 76*[inhibitor] | -8
COc1ccc(Nc2nc3ccccc3nc2NS(=O)(=O)c2ccc(NC(C)=O)cc2)cc1 | -3 | 102 | -7 | -27 | 28 | 1.1 | -6 | 102 | -2
COc1ccc(N2C(=O)CC(N3CCC(O)(c4cccc(C(F)(F)F)c4)CC3)C2=O)cc1 (stereo unspecified) | -6 | 100 | 11 | -11 | -7 | 1.3 | 24 | 100 | -1
O=C(c1ccc(S(=O)(=O)Nc2ccccc2)cc1)N1CCOCC1 | -3 | 101 | 4 | -2 | -13 | 4.0 | 12 | 101 | 3
CCOc1cc(C(=O)NCc2ccncc2)cc(OCC)c1OCC | -2 | 102 | -14 | -12 | 0 | 0.4 | 1 | 100 | 2
O=C(O)CCCCCNC(=O)/C=C/c1ccco1 | 3 | 98 | -10 | -5 | -1 | 1.2 | -4 | 96 | -6
COC(=O)CSc1nnc(-c2ccoc2C)n1-c1ccc(C)cc1 | -9 | 110 | 5 | -24 | 20 | -2.9 | 11 | 105 | 2
COc1cccc(CN2CCNC(=O)C2CC(=O)NCCCn2ccnc2)c1 (stereo unspecified) | -1 | 91 | 13 | 1 | 17 | 0.0 | x | 95 | -2
CC(C)CCc1noc(CN(C)CC2CCN(Cc3ccccc3)CC2)n1 | 0 | 101 | -2 | 4 | 10 | -0.4 | 8 | 100 | 0
COCCN(C(=O)c1csnn1)C(C(=O)NC1CCCCC1)c1ccccc1 (stereo unspecified) | -2 | 100 | -1 | -21 | -22 | -0.7 | 8 | 102 | -5
COc1ccc(NC(=O)CN2CCN(CC(=O)Nc3ccccc3F)CC2)c(OC)c1 | 2 | 101 | 1 | -17 | 39 | -2.5 | 22 | 101 | 0

Reprinted from above, two compounds:
SMILES | M18AAP inhibitor | MEKK2wt PB1 HTS | GPR7 antag | DNA FID counter | PHOSPHO1 inh | OXTR ag | NALP1 inh | MEKK3 PB1 HTS | MEKK2 mut-MEK5
COCCN(C(=O)c1csnn1)C(C(=O)NC1CCCCC1)c1ccccc1 (stereo unspecified) | -2 | 100 | -1 | -21 | -22 | -0.7 | 8 | 102 | -5
COc1ccc(NC(=O)CN2CCN(CC(=O)Nc3ccccc3F)CC2)c(OC)c1 | 2 | 101 | 1 | -17 | 39 | -2.5 | 22 | 101 | 0

Source: PubChem
